# High-throughput results from PubChem.
# Statin myotox sup – suppression of simvastatin myotoxicity | C2C12 myotubes + simvastatin, ATP luminescence, 48 h; scaled: DMSO 0, geranylgeraniol control 100 | rescue of ATP level, % at 7.49 µM | 330,000 tested, 0.78% active | AID 602340;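 active = mean ATP rescue above about 67%, or every replicate alone reaching that limit, limit read from the data, passing the limit was not always enough; inconclusive = no clear call, values can overlap the other calls; inactive = mean under the limit and some replicate under it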;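 also: myotubes were challenged with 10 µM simvastatin during compound exposure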
# The depositor's hits bear a star; u = inconclusive. This is a subset (hit frequency here may not be typical).
Structure | Statin myotox sup
O=C(NCN1CCCCC1)c1cnccn1 | 2
COC(=O)c1ccsc1NC(=O)CN1CCN(c2ccc(F)cc2)CC1 | -24
CC(C)CN=c1cc(-c2ccccc2)oc2ccc(Cl)cc12 | 3
Cc1sc(=NC(=O)c2ccco2)n(C)c1-c1ccccc1 | 4
O=C1CCN(C(=O)c2ccccc2)C2CCCCC12 (stereo unspecified) | 0
COC(=O)c1ccc(COc2ccc(C3C4=C(CCCC4=O)Nc4onc(C)c43)cc2)cc1 (stereo unspecified) | -14
CCOc1ccc(-n2nc3ccc(NC(=O)c4ccc5c(c4)OCCO5)cc3n2)cc1 | -81
COC(=O)Nc1ccc(S(=O)(=O)N2CCCCC2C(=O)NCc2ccco2)cc1 (stereo unspecified) | -9
CCC(=O)NC(c1ccc([N+](=O)[O-])cc1)c1c(O)ccc2ccccc12 (stereo unspecified) | 37
CCN(CC)CCNC(=O)CCc1nn(C)c(=O)c2ccccc12 | -1
Cc1cccc(NC(=O)c2ccc(NCC3CCCO3)c([N+](=O)[O-])c2)c1 (stereo unspecified) | -1
Cc1nnc(C)c2c(C)n(C(C)c3ccccc3)c(C)c12 (stereo unspecified) | -28
Cc1cccc(NC(=O)/C(C#N)=C/c2cn(CC(=O)NCc3ccco3)c3ccccc23)c1C | -21
CCN(CC)S(=O)(=O)c1ccc(C(=O)Nc2c3c(nn2C(C)(C)C)CS(=O)(=O)C3)cc1 | 1
CCOC(=O)Cc1cc(=O)n2[nH]c(-c3ccc(Cl)cc3)cc2n1 | 6
Cc1cc(C)cc(NS(=O)(=O)c2ccc3oc(=O)ccc3c2)c1 | 12
CCOC(=O)c1ccccc1NC(=O)c1cccnc1 | 2
COc1ccc(NS(=O)(=O)c2ccc(OC)c(NC(=O)CCC3CCCC3)c2)cc1 | 4
Cn1c(=O)[nH]c(=O)c2c1nc(NCCCn1ccnc1)n2CCOc1ccccc1 | 4
Cc1ccc(C)c(/C(O)=C2\C(=O)C(=O)N(CCCN3CCOCC3)C2c2cccnc2)c1 (stereo unspecified) | -5
O=C(OCN1C(=O)c2ccccc2C1=O)c1cccs1 | 6
Cc1ccc(Cn2ccc(NC(=O)c3cc(-c4ccc(Cl)cc4)on3)n2)cc1 | -4
Cc1cc(=O)[nH]c(SCc2cccc(Br)c2)n1 | -8
CCC(OC(=O)c1cccs1)C(=O)NC1CCCCC1 (stereo unspecified) | 11
COCCn1nnnc1CN(CCc1ccccc1)Cc1cc2cc(OC)ccc2[nH]c1=O | 11
CCOc1ccccc1N1CCN(C(=O)Nc2cccc(Cl)c2)CC1 | 9
C/C(CC(O)c1ccc2ccccc2n1)=N/O (stereo unspecified) | -7
Cn1nnnc1SCC(=O)NCCc1ccc(Cl)cc1 | 15
COc1ccc(C)cc1NCc1cc(=O)oc2cc(-c3ccccc3)c(O)cc12 | 0
COc1ccc(/C=N/NC(=O)c2ccc(NC(=O)c3ccccc3Br)cc2)cc1 | -7
CN(c1ccc(C(=O)Nc2ccccc2Sc2ccccc2)cc1)S(C)(=O)=O | -10
CS(=O)(=O)N1CCC(C(=O)Nc2ccc3c(c2)OCCO3)CC1 | -4
C#CCSc1nnc(-c2cccc3ccccc23)o1 | -18
c1ccc(CCNC2=NCCCS2)cc1 | -3
Cc1ccc(C(CC(N)=O)c2ccco2)cc1 (stereo unspecified) | -4
NC(=O)c1c(NC(=O)CN2CCOCC2)sc2c1CCC2 | -32
CC1CN(C(=O)c2ccc3c(c2)OCO3)CC(C)O1 (stereo unspecified) | 3
O=C(NCc1ccccc1)/C(NC(=O)c1ccccc1)=C(/Sc1ccccn1)c1ccccc1 | -30
O=C(CSc1ccc(Cl)cc1)Nc1ccccc1N1CCN(C(=O)c2ccccc2)CC1 | 11
c1ccc(-c2nn3c(-c4ccccc4)nnc3s2)cc1 | 4
CCOc1ccc(NC(=O)NC2CCOC(C)(C)C2)cc1 (stereo unspecified) | 1
Cn1ccnc1SCc1ccc([N+](=O)[O-])cc1 | 1
C=C(C)c1cccc(C(C)(C)NC(=O)NCc2ccc(OC)c(OC)c2)c1 | u
COc1ccccc1C1(CC(=O)Nc2nccs2)CCOC(C(C)C)C1 (stereo unspecified) | -43
CCOC(=O)c1ccc(-c2ccc(CO)o2)cc1 | -1
Cc1nc(-c2cccc(S(=O)(=O)N3CCCC(C)C3)c2)cs1 (stereo unspecified) | -3
OC1CN=C2Sc3ccccc3N2C1 (stereo unspecified) | 1
Cc1ccc(CCNc2ccc3ccccc3c2)cn1 | 94*
COC(=O)c1nnn(-c2nonc2N)c1CSc1nc2ccccc2o1 | 1
O=C(NCc1ccccc1)NC(=O)c1ccncc1 | 5
CC(C)(C)c1ccc(OCC(=O)NC2CCS(=O)(=O)C2)cc1 (stereo unspecified) | -7
O=C(NNC(=O)C1COc2ccccc2O1)c1ccccc1 (stereo unspecified) | -1
CN(Cc1ccccc1)c1nc2c(c(=O)[nH]c(=O)n2C)n1CCOc1ccccc1 | -1
COc1cccc(C(=O)N(Cc2cc3cc(C)ccc3[nH]c2=O)C(C)C)c1 | 19
Cc1ccc(NC(=S)NCCN2CCOCC2)cc1 | 6
Cc1ccc(-c2cc(C(F)F)nc(NCc3cccnc3)n2)cc1 | -4
Cc1ccc(-c2csc(NC(=O)CSc3nc4ccccc4[nH]3)n2)cc1 | 0
Cc1ccc(C2C3=C(CC(C)(C)CC3=O)NC3=C2C(=O)CC(C)(C)C3)o1 | -1
CCOC(=O)Nc1sc2c(c1C(N)=O)CCC(C)C2 (stereo unspecified) | 1
O=C(Nc1cnccn1)c1ccncc1 | 6

# Continuation.
Structure | Statin myotox sup
COc1ccccc1C(=O)Nc1cc2cc(Cl)ccc2oc1=O | -1
CCCCN(CC)C(=O)c1ccc2c(c1)OCO2 | -6
COc1ccc(-n2c(SCC(=O)NCC3CCCO3)nc3ccccc32)cc1 (stereo unspecified) | 4
COc1ccc(Nc2ncnc3ccc(Br)cc23)cc1OC | 10
O=C(NCc1ccccn1)C1CCN(S(=O)(=O)c2ccccc2)CC1 | 0
CCCC#Cc1cnc2c(c1)C(=O)N([C@@H](C)CO)C[C@@H](C)[C@H](CN(C)Cc1ccccc1F)O2 | 19
CCOc1cccc(-c2nnc3sc(C4CCCCC4)nn23)c1 | -4
Cc1nnc(-c2ccccc2)c(=O)n1/N=C/c1c(O)ccc2ccccc12 | 84*
Nc1c(-c2cccc([N+](=O)[O-])c2)nc2ccccn12 | 7
O=C1OC(Nc2ncccn2)c2ccccc21 (stereo unspecified) | 0
CNC[C@@H]1OCCCC[C@H](C)Oc2ccc(N(C)C)cc2C(=O)N([C@@H](C)CO)C[C@H]1C | 10
CSc1cccc(NS(=O)(=O)c2cccc3nsnc23)c1 | -2
CCOC(=O)c1c(C)nc2sc(C(=O)Nc3ccc(OC)cc3)c(N)c2c1-c1ccc(OC)cc1 | -89
C=CCSc1nc(C)c(CC=C)c(=O)[nH]1 | -4
O=C(Nc1cccs1)Nc1ccccc1Cl | 5
COc1ccc(NS(=O)(=O)c2ccc(NS(C)(=O)=O)cc2)cc1 | 0
COC(=O)c1ccc2c(=O)n(NC(C)=O)c(=S)[nH]c2c1 | -39
C=CCn1c(N)c(C(=O)N2CCOCC2)sc1=S | -4
O=C(C1CC(=O)N(c2ccccc2)C1)N1CCN(C2=NS(=O)(=O)c3ccccc32)CC1 (stereo unspecified) | 1
Cc1cccc(Cn2c(SCCO)nc3c2c(=O)n(C)c(=O)n3C)c1 | 11
CC(C)C(C)NC(=O)COc1ncnc2ccccc12 (stereo unspecified) | -7
CCOC(=O)N1CCC(N2Cc3cccc(C(=O)Nc4ccc(F)cc4)c3C2=O)CC1 | -17
CCO/C(C)=C1\N=C(c2ccc(Cl)cc2)OC1=O | 6
COc1ccc(CCNc2nc(C)nc3c2oc2ccccc23)cc1OC | -63
O=C(NCc1ccco1)c1c(O)c2cccc3c2n(c1=O)CCC3 | 0
OC(CN1c2ccccc2Sc2ccccc21)Cn1nnc2ccccc21 (stereo unspecified) | 24
COc1ccc(-c2c(C(C)=O)c(C)nc3sc4c(=N)n(N)cnc4c23)cc1 | -6
COc1cc(CN2CC(C)OC(C)C2)cc(OC)c1 (stereo unspecified) | -13
CCCCc1nc2ccccc2c(NC(=O)CN2CCCC2)c1CCC | -24
Cc1ccccc1NC(=S)N1CCCC1 | -10

# Molecules listed so far with a tert-butyl group (two):
Structure | Statin myotox sup
CCN(CC)S(=O)(=O)c1ccc(C(=O)Nc2c3c(nn2C(C)(C)C)CS(=O)(=O)C3)cc1 | 1
CC(C)(C)c1ccc(OCC(=O)NC2CCS(=O)(=O)C2)cc1 (stereo unspecified) | -7

# Among those listed so far, these contain fluorine.
Structure | Statin myotox sup
COC(=O)c1ccsc1NC(=O)CN1CCN(c2ccc(F)cc2)CC1 | -24
Cc1ccc(-c2cc(C(F)F)nc(NCc3cccnc3)n2)cc1 | -4
CCCC#Cc1cnc2c(c1)C(=O)N([C@@H](C)CO)C[C@@H](C)[C@H](CN(C)Cc1ccccc1F)O2 | 19
CCOC(=O)N1CCC(N2Cc3cccc(C(=O)Nc4ccc(F)cc4)c3C2=O)CC1 | -17

# Continuation.
Structure | Statin myotox sup
O=c1nc2ccccc2c2n1CC(CN1CCN(c3ccccc3F)CC1)N2 (stereo unspecified) | -3
COc1ccc(CCN(Cc2cc3cc(C)c(C)cc3nc2Cl)C(=O)C2CC2)cc1 | -2
CCOC(=O)Nc1ccc2c(c1)N(C(=O)C(C)N1CCCC1)c1ccccc1CC2 (stereo unspecified) | 7
CCOC(=O)c1ccc(NC(=O)C2(c3ccccc3)CCOCC2)cc1 | -1
CCN(CC)Cc1c(O)ccc2c(=O)c(Oc3ccccc3OC)coc12 | 5
O=C1NC(c2ccccc2)C(C(=O)c2cccs2)C(O)(C(F)(F)F)N1 (stereo unspecified) | 60
COCCOC(=O)c1c(NC(=O)CN2CCCc3ccccc32)sc(C(N)=O)c1C | 16
CS(=O)(=O)Nc1ccc(C2=NN(C(=O)c3ccco3)C(c3ccccc3)C2)cc1 (stereo unspecified) | 21
COc1cc(NC(=O)c2cccs2)ccc1NC(=O)c1ccco1 | -20
CCOC(=O)CN1C(=O)S/C(=C/c2ccc3c(c2)n(C)c(=O)n3C)C1=O | 6
CSc1nnc(-c2ccc(NC(=O)CCc3ccccc3)cc2)n1C | 14
CCn1cc(C(=O)NCc2ccc3c(c2)OCO3)c(=O)c2cc(F)c(N3CCN(C)CC3)cc21 | -3
COc1cc(C(=S)N2CCCC2)ccc1OC(=O)c1ccc(Cl)cc1[N+](=O)[O-] | -2
CCC(=O)OCc1cc2cccc(C)c2[nH]c1=O | -1
Cc1cc(-c2n[nH]c(=S)n2/N=C/c2ccc(Cl)c([N+](=O)[O-])c2)n[nH]1 | 2
COc1cc(SC)ccc1C(=O)Nc1cc(C)ccn1 | -10
CC(=O)c1ccc(NC(=O)CSCCO)cc1 | 3
C=CCSC1=N/C(=C\c2cc(OCC)c(OC(C)=O)c([N+](=O)[O-])c2)C(=O)S1 | 14
COC(=O)c1cccc(C(=O)Nc2ccc(C)cc2)n1 | -1
Cc1ccc(SCC(=O)Nc2ccc(N3CCN(C)CC3)c(F)c2)cc1 | -1
Cc1cccc(N=C2NC(=O)/C(=C/c3cn(C)c4ccccc34)S2)c1 | 13
N/C(Cc1ccc([N+](=O)[O-])cc1)=N\OC(=O)C(c1ccccc1)c1ccccc1 | -5
O=C(CSc1nnc2ccccn12)NCCN1C(=O)CSC1=O | 6
C[C@H](NS(=O)(=O)c1ccc(Cl)c(Cl)c1)C(=O)OCc1cc(=O)n2cc(Br)ccc2n1 | 35
O=C(CN1CCC(n2nnc3cc(F)ccc32)CC1)N1CCCc2ccccc21 | -9
N=c1c(C(=O)NCc2ccco2)cc2c(=O)n3ccccc3nc2n1CCc1ccccc1 | -1
CCOc1ccc(C(=O)NC2CCN(C(=S)NCc3ccco3)CC2)cc1 | -1
O=c1[nH]c(N/N=C/c2ccccc2)nc2ccccc12 | 25
CCOC(=O)c1c(NC(=O)CCN2C(=O)c3ccccc3C2=O)sc(C(=O)OC(C)C)c1C | 12
CCC(=O)Nc1cc(-c2nn(C)c(=O)c3ccccc23)ccc1N1CCOCC1 | -12
COc1ccccc1Nc1ncnc2ccccc12 | -14
CCC(Sc1nnc2c3ccccc3n(CC)c2n1)C(=O)Nc1sc2c(c1C#N)CCCC2 (stereo unspecified) | 12
Cc1cc(N2CCCC2)nc(-c2ccccc2O)n1 | 115*
O=C1CC(=C(c2ccccc2)c2ccccc2)C(=O)N1CCCCN1CCN(c2cccc(Cl)c2)CC1 | 10
Cc1onc(-c2ccccc2Cl)c1C(=O)Nc1ccccc1C(N)=O | 4
COC(=O)c1ccc(Cl)c(NC(=O)CN(c2ccc3c(c2)OCO3)S(C)(=O)=O)c1 | 4
O=C(c1cccc(-c2nnc(-c3ccccc3)o2)c1)N1CCCCC1 | 121*
CCCC1CCC(c2ccc(C(=O)NN)cc2)CC1 (stereo unspecified) | 0
Cc1cc(C(=O)NCCC2=CCCCC2)no1 | 32
Nn1c(SCC(=O)Nc2ccccc2)nnc1-c1cccnc1 | 1
CN(C)S(=O)(=O)c1ccc(C(=O)Nc2ccc(CCC(=O)N3CCCC3)cc2)cc1 | -1
CCn1cnc2sc(-c3ccccc3)cc2c1=O | -13
CCCCOC(=O)n1c(SCC(=O)N(CC)CC)nc2ccccc21 | -2
CCCCOC(=O)C1C2C=C[C@]3(CN(CCCOC)C(=O)[C@H]13)O2 (stereo partly specified) | -4
C/C(=N\NC(=O)c1cccc(S(=O)(=O)Nc2ccccc2Cl)c1)c1ccco1 | -9
Cc1ccc(NC(=O)c2ccsc2)cc1NS(C)(=O)=O | -4

# 3 compounds drawn at random from those above, as already listed:
Structure | Statin myotox sup
CCn1cnc2sc(-c3ccccc3)cc2c1=O | -13
CCCC1CCC(c2ccc(C(=O)NN)cc2)CC1 (stereo unspecified) | 0
COC(=O)c1ccc(Cl)c(NC(=O)CN(c2ccc3c(c2)OCO3)S(C)(=O)=O)c1 | 4
